M. tuberculosis GlmU – inhibition of mycobacterial GlmU enzyme – biochemical, glucosamine-1-phosphate acetyltransferase (AID 1376); 220,000 tested, 0.25% active; Bifunctional protein GlmU (Mycobacterium tuberculosis (strain ATCC 25618 / H37Rv)); one-dose inhibition, %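 (tested at 30 µM in the primary screen)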; IC50 in µM for titrated hits; M. tuberculosis GlmU acetyltransferase enzyme assay; higher % means a stronger effect; in the data active = inhibition above about 13%;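 note: 0% = complete reaction with vehicle and 100% = reaction without substrate; strong numbers were not always called active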
Mtb RmlCD inh – M. tuberculosis RmlC/RmlD coupled enzyme inhibitors, primary screen, biochemical, compound mixtures, 384-well, from 1536-well plates. dTDP-4-dehydrorhamnose reductase (Mycobacterium tuberculosis (strain ATCC 25618 / H37Rv)) …. RmlC+RmlD coupled enzyme assay, percent inhibition; primary screen in compound mixtures. inhibition, % at 3.6 µM. 160,000 tested, 0.03% active. AID 1533, 2009; in the data active = inhibition mostly above about 34%, no sharp cut-off; note: some results filed as inactive read as strong as hits
Target sequence (P9WH09 whole entry, looked up): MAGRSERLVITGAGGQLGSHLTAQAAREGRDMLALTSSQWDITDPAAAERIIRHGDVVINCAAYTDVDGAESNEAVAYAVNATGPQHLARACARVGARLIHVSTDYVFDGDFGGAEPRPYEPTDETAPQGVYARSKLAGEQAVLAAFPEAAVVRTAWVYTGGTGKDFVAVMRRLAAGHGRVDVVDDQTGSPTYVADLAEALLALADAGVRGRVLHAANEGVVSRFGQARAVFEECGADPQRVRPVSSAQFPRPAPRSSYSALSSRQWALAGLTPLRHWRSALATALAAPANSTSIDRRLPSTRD
Target sequence (P9WH11 whole entry, looked up): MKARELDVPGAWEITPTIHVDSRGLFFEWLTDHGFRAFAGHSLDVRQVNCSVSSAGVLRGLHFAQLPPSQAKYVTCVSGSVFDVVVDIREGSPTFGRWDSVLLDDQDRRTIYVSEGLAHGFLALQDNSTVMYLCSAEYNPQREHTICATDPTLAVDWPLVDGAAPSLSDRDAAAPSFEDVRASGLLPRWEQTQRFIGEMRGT
Numbers without * were called inactive; / = not tested or not shown. An excerpt; count on the stated rates, not on these rows.

no.	SMILES	Mtb RmlCD inh	M. tuberculosis GlmU
1	Cc1ccc(-c2ccc3c(c2)S(=O)(=O)c2ccccc2C3=O)cc1	/	4.5%
2	Cc1ccc(NC(=O)c2nnn(-c3cccc(C(F)(F)F)c3)c2N)cc1	-3	-4.5%
3	FC(F)(F)c1nc2ccccc2n2c(-c3ccc(Cl)cc3)nnc12	4	1.1%
4	CN(Cc1cccc(-n2cccn2)c1)C(=O)CCc1nnc(C2CCCCC2)o1	/	-2.2%
5	Cc1ccccc1C1=NC(c2ccc(F)cc2F)ON1 (stereo unspecified)	/	-0.6%
6	O=C(NCc1cccnc1)c1ccc(CS(=O)(=O)c2ccc(Br)cc2)o1	-4	2.8%
7	O=C1C(NS(=O)(=O)c2cccs2)=C(N2CCN(c3cccc(C(F)(F)F)c3)CC2)C(=O)c2ccccc21	/	-0.8%
8	CCCCOc1ccc(C(=O)N/N=C/c2ccc(OCCN3CCCCC3)c(OC)c2)cc1	0	-6.5%
9	COC(=O)Nc1ccc(S(=O)(=O)N2CCC(C(=O)N3CCCC(C)C3)CC2)cc1 (stereo unspecified)	/	1.7%
10	O=C(CSCc1ccc(Cl)cc1)NCC1CCCO1 (stereo unspecified)	/	9.4%
11	CCOc1ccc(-n2c(C)c(C(C)=O)c3cc(OCC(N)=O)ccc32)cc1	5	-1.4%
12	Cc1cc2ncc(C(=O)N=CN(C)C)cn2n1	9	-1.1%
13	COc1ccccc1CNC(=O)c1cc(-c2ccccc2)nn1CC1CC(c2cccnc2)=NO1 (stereo unspecified)	/	1.7%
14	CS/C(=C\[N+](=O)[O-])Nc1ccc(F)cc1	19	-1.6%
15	COc1ccc(NC(=O)C2CCN(C(=O)c3ccc(OC)cc3)CC2)cc1	7	-3.0%
16	CC1CCN(c2ccc(NC(=S)NC(=O)c3ccco3)cc2)CC1	7	2.5%
17	CC(C)(C)c1ccc(C(=O)NNc2ncccc2-n2cccc2)cc1	-10	-3.2%
18	Cn1c(=O)cc(OCCCC(=O)NC2CCCC2)c2ccccc21	-2	-5.2%
19	S=C(NCCc1c[nH]c2ccccc12)NC1CC1	-2	1.0%
20	O=C(O)Cc1ccc(NC(=O)c2cccc(NC(=O)c3ccco3)c2)cc1	/	3.9%
21	CC1CN(Cc2nc3c(c(=O)n(C)c(=O)n3C)n2CCN2CCOCC2)CC(C)O1 (stereo unspecified)	-4	3.2%
22	Cc1ccc(-c2nc3ncccn3c2Nc2ccc3c(c2)OCCO3)o1	5	0.1%
23	CCN(CC)S(=O)(=O)c1cnccc1N1CCN(c2cccc(Cl)c2)CC1	-12	0.5%
24	O=C1c2cccnc2C(=O)N1C1CCCCC1	11	6.1%
25	Cc1ccc(N2C(=O)CSC2c2ccc3c(c2)OCO3)cc1 (stereo unspecified)	7	/
26	CCN(CC)C(=O)c1ccc(NC(=O)c2cccc(F)c2)cc1	-8	5.3%
27	CCCCN1C(=O)/C(=C\c2ccco2)C(=O)N(CCc2ccccc2)C1=O	3	6.0%
28	Nc1ccc(Cl)c[n+]1Cc1cccc2cccnc12	/	2.2%
29	O=C(CC(c1ccco1)C1CCCCC1=O)c1ccccc1 (stereo unspecified)	4	3.5%
30	Cc1oc2cc(OC(=O)c3ccco3)ccc2c(=O)c1-c1nc2ccccc2n1C	/	1.2%

A second format for 3 compounds above.
[23] CCN(CC)S(=O)(=O)c1cnccc1N1CCN(c2cccc(Cl)c2)CC1
  Mtb RmlCD inh: -12 | M. tuberculosis GlmU: 0.5%
[24] O=C1c2cccnc2C(=O)N1C1CCCCC1
  Mtb RmlCD inh: 11 | M. tuberculosis GlmU: 6.1%
[25] Cc1ccc(N2C(=O)CSC2c2ccc3c(c2)OCO3)cc1 (stereo unspecified)
  Mtb RmlCD inh: 7 | M. tuberculosis GlmU: /

Continuation:
no.	SMILES	Mtb RmlCD inh	M. tuberculosis GlmU
31	CCOC(=O)CNC(=O)CSc1ccc2nnc(-c3cccnc3)n2n1	-13	-5.0%
32	CCOc1cccc(CNc2ccc(O)cc2)c1OCc1ccccc1Cl	8	-2.6%
33	Cc1ccc(S(=O)(=O)Cn2nnnc2C(c2ccccc2)N2CCN(c3ncccn3)CC2)cc1 (stereo unspecified)	-9	-1.2%
34	CCCC(=O)NC(Nc1ccccc1OC)C(Cl)(Cl)Cl (stereo unspecified)	51	2.3%
35	Cc1ccc(NC(=O)CN2C(=O)S/C(=C/c3ccc(-c4cccc(C(=O)O)c4)o3)C2=O)cc1	-19	13%*
36	CC1CN(C2=CC(=O)CCC2)CC(C)O1 (stereo unspecified)	-1	2.9%
37	CCN1CCN(c2ccc(N=Cc3ccccc3O)cc2)CC1	-12	8.6%
38	Cc1ccc(S(=O)(=O)N2CCC(C(=O)N[C@H](C(=O)NC3CCS(=O)(=O)C3)C(C)C)CC2)cc1 (stereo partly specified)	7	/
39	COc1ccc(S(=O)(=O)N(C)CC(=O)N2CCC(C(N)=O)CC2)cc1Cl	-9	-1.8%
40	CC(C)(CO)NCC(=O)Nc1cc(C(F)(F)F)cc(NC(=O)CNC(C)(C)CO)c1Cl	-11	3.2%
41	C/C(=N\NC(=O)c1ccccc1C)c1ccc(NC(=O)c2cccs2)cc1	3	/
42	O=C(CCN1CCc2ccccc2C1)Nc1ccc2c(c1)OCO2	10	-6.7%
43	Cn1ncc(Cl)c(Oc2ccccc2)c1=O	/	-7.0%
44	N#CC1(Nc2ccccc2)C(=O)Nc2ccccc21 (stereo unspecified)	3	2.1%
45	CCOC(=O)N1CCN(Cc2c(F)cccc2Cl)CC1	/	0.4%
46	Cn1ncc(SCc2ccccc2)c(Cl)c1=O	-7	1.2%
47	O=C(CCc1nc(-c2cccs2)no1)NCc1ccc(F)cc1Cl	/	7.5%
48	C=C(C)C1CC=C(C)/C(=N/NC(=O)COc2ccc(C)cc2)C1 (stereo unspecified)	/	1.6%
49	CC1=CS/C(=C(/C#N)C(=O)N2CCOCC2)N1c1ccccc1	/	-0.8%
50	Cc1ccc(C(C(=O)NC2CCCC2)N(C(=O)CCC(=O)Nc2cc(C)on2)c2ccccc2)cc1 (stereo unspecified)	/	-7.0%
51	CC(=O)OCC(OC(C)=O)C(OC(C)=O)C(OC(C)=O)C(=O)Nc1cccc(C)c1 (stereo unspecified)	/	-3.0%
52	CC(=O)Nc1nonc1C(=O)N1CCC(C)CC1	/	7.7%
53	CC(NCc1ccccc1Cl)C(O)c1ccccc1 (stereo unspecified)	4	-4.0%
54	O=C(Cn1cc(C(=O)C2CC2)c2ccccc21)NCc1ccccc1	/	-4.0%
55	N#C/C(=C(/O)COC(=O)c1cccnc1Cl)c1nc2ccccc2[nH]1	-11	4.0%
56	Fc1ccc(-c2nc(-c3cccs3)[nH]c2-c2ccc(F)cc2)cc1	6	1.8%
57	COc1ccc(Cn2c(-c3ccco3)nc3oc4cc(OC)ccc4c(=O)c3c2=O)cc1	17	-1.9%
58	C=CCNc1oc(-c2ccc(OC)cc2)nc1C#N	-1	-4.7%
59	CCOC(=O)Cc1csc(NC(=O)CSc2nnc(C(C)C)n2CC)n1	7	0.6%
60	CCN(CC)S(=O)(=O)c1ccc2c(c1)N(CC(=O)N(CCc1ccncc1)C(C)C)C(=O)CO2	-6	-5.7%

Complete entries, quoted from the list:
`CCN1CCN(c2ccc(N=Cc3ccccc3O)cc2)CC1` in the list: Mtb RmlCD inh = -12; M. tuberculosis GlmU = 8.6%
`Cc1ccc(S(=O)(=O)N2CCC(C(=O)N[C@H](C(=O)NC3CCS(=O)(=O)C3)C(C)C)CC2)cc1` (stereo partly specified) in the list: Mtb RmlCD inh = 7; M. tuberculosis GlmU = /

Going on with the list:
no.	SMILES	Mtb RmlCD inh	M. tuberculosis GlmU
61	CC[n+]1c(/C=C/c2ccc(N(C)C)cc2)ccc2ccccc21	14	2.1%
62	COc1ccc(C(=O)C2CCCN(Cc3cnc(C)s3)C2)c(OC)c1 (stereo unspecified)	/	5.6%
63	O=C(CC12CC3CC(CC(C3)C1)C2)N/N=C\c1ccc[nH]1	-8	5.4%
64	O=C(CCNS(=O)(=O)c1cccc2nsnc12)NC1CCCc2ccccc21 (stereo unspecified)	-8	3.6%
65	O=C(Nc1cccc(NC(=O)c2sc3ccccc3c2Cl)c1)c1ccco1	-10	3.0%
66	CCOc1ccccc1NC(=S)N1CCN(c2nc(-c3cccc(OC)c3)cs2)CC1	-3	1.4%
67	Cc1nn(CCC(N)=O)c2nc(-c3cccs3)cc(C(F)(F)F)c12	-14	0.3%
68	CCOC(=O)c1cc(C(O)(C(=O)OC)C(F)(F)F)c(/N=C/N(C)C)o1 (stereo unspecified)	10	1.7%
69	Cn1cc(/C=C/C(=O)N2CCCC(C(=O)c3cccc4ccccc34)C2)cn1 (stereo unspecified)	-3	-2.3%
70	CC(C)(C)c1cc(C(=O)N2CCN(c3ncccn3)CC2)ccn1	/	0.9%
71	Cc1ccc(NC(=O)Cn2nc(C)cc2C)cc1	-2	5.3%
72	Cc1cccc(C)c1NC(=O)CN1C(=O)N(C)Cc2ccccc21	/	-0.5%
73	Cn1c(-c2ccco2)nc2cc3ccccc3cc21	/	1.1%
74	NC(=O)C1CCN(C(=O)CNC(=O)c2ccccc2)CC1	-5	-0.2%
75	Cc1ccc2c(c1)C(O)(CC(=O)c1ccc3c(c1)OCO3)C(=O)N2 (stereo unspecified)	/	0.8%
76	CNC(=O)/C(C#N)=C/c1ccc(-c2ccccc2[N+](=O)[O-])o1	-8	-0.4%
77	O=C(O)c1cccc(NC(=S)NCc2ccccc2)c1	9	5.6%
78	COc1ccc(NC(=O)CCCn2c(=O)c3sccc3n(Cc3ccc(C)cc3)c2=O)cc1	-6	-6.4%
79	Cc1cc(-c2n[nH]c(=S)n2CC(C)C)cs1	-6	-2.8%
80	O=C(Nc1ccc2[nH]c(=S)sc2c1)Nc1ccccc1F	-12	-2.0%
81	CCCCCC(=O)NC(=S)NNC(=O)c1ccc([N+](=O)[O-])cc1	-8	2.3%
82	CN1CCN(CCC(=O)Nc2cccc(F)c2)CC1	/	3.0%
83	CCc1nnc(NC(=O)CSc2nnc(-c3ccco3)n2CC)s1	0	1.9%
84	Nc1nc(=S)[nH]c2c1C1(CCCCC1)Cc1ccccc1-2	31	7.1%
85	CC(C)C(=O)N1C2CCC1CC(O)(c1ccc(F)cc1)C2 (stereo unspecified)	70	1.9%
86	C=C(C)CNC(=S)N/N=C1\CCCCc2ccccc21	-9	2.7%
87	COc1cccc(-n2cnc3scc(-c4cccs4)c3c2=O)c1	6	-1.0%
88	O=C(CSc1nnc(-c2ccco2)n1Cc1ccco1)N1CCOCC1	4	-1.4%
89	CCCS(=O)(=O)N1CCC(C(=O)NC2CCCCC2C)CC1 (stereo unspecified)	8	-7.3%
90	CC(C)Cc1nnc(NC(=O)CSc2nc(N)cc(=O)[nH]2)s1	-16	-6.1%
91	Cc1ccc2nc(N3C(=O)C(O)=C(C(=O)c4ccc(C)o4)C3c3cccc(O)c3)sc2c1 (stereo unspecified)	-1	5.0%
92	Cc1cccc(-c2cc3nc(C)cc(NCCCn4ccnc4)n3n2)c1	/	0.6%
93	CC(=O)Nc1nc(C)cs1	-12	1.2%
94	On1onc2c3cc(-c4ccccc4)nc3ccc21	/	-2.8%
95	COc1cc(N=c2ssnc2Cl)cc(OC)c1	-6	13%
96	CCN1C2OC3OC4C(OC3OC2N(CC)S1(=O)=O)N(CC)S(=O)(=O)N4CC (stereo unspecified)	9	3.8%
97	CC(C)c1ccc(NC(=O)C2CC(=O)N(C(C)C)C2)cc1 (stereo unspecified)	9	-1.0%
98	COCCCNC(=O)CSc1nc2cc3c(cc2c(=O)n1CCCC(=O)NCc1ccc(OC)cc1)OCO3	-7	-2.0%
99	O=C(O)COCC(=O)Nc1cc(C(F)(F)F)cc(C(F)(F)F)c1	-9	4.4%
100	O=C(Cn1cc2c(n1)CCCC2)NCc1cccs1	-8	-4.7%
101	Nc1c(C(=O)NCCc2ccccc2)nnn1Cc1ccc(Br)cc1F	-1	-0.8%
102	CCCOc1ccc(C(=O)N/N=C/c2ccc(-c3ccc(S(=O)(=O)Nc4ncccn4)cc3)o2)cc1	10	6.4%
103	CC1CC(=O)N(c2ccc(NCc3ccc(Cl)cc3)c([N+](=O)[O-])c2)C1=O (stereo unspecified)	-5	-0.6%
104	CN(Cc1ccccc1)c1ccc(C(=O)O)cc1[N+](=O)[O-]	18	-1.8%
105	CCOC(=O)C1CCN(C(=O)CSc2n[nH]c(=O)[nH]c2=O)CC1	-3	-0.4%
106	O=C(O)c1ccccc1/C=N/Nc1ccc(S(=O)(=O)N2CCOCC2)cc1[N+](=O)[O-]	-4	-2.8%
107	CC(=O)Oc1cc2c(C(=O)NCc3ccncc3)c(C)oc2c2ccccc12	/	-0.1%
108	Cc1ccc(NS(=O)(=O)c2cccc(C(=O)O)c2)cc1S(=O)(=O)N1CCOCC1	8	-2.1%
109	COC(=O)c1c(NC(=O)CSc2ccccc2N)sc(C)c1C	-7	-2.0%
110	O=C(Cc1ccc(-c2ccccc2)cc1)NCc1ccccc1	1	-2.2%
111	CCC(=O)N1C(Cc2ccccc2)COC1(C)C (stereo unspecified)	4	-3.6%
112	COc1ccc(NC(=O)CC2S/C(=N\c3nccs3)N(C)C2=O)cc1 (stereo unspecified)	-14	-0.8%

2 of the compounds above, with two lines to a compound:
Order of values – Mtb RmlCD inh	M. tuberculosis GlmU
94: On1onc2c3cc(-c4ccccc4)nc3ccc21
→ /	-2.8%
95: COc1cc(N=c2ssnc2Cl)cc(OC)c1
→ -6	13%
